TNAP activation fold = stimulation of alkaline phosphatase TNAP activity – biochemical, luminescent, no phosphate acceptor, uHTS, primary screen (AID 1001); one-dose activation fold at 20 µM; EC50 in µM for titrated hits; purified TNAP, luminescent activation assay, no phosphate acceptor; higher activation fold means a stronger effect; 200,000 compounds, 0.03% hits; in the data active means activation fold from about 3, or a potency from the dose series; inactive means the rest, 99 in 100 with activation fold below about 1.6; further: many of its hits are not listed in these tables
K1F lysis inhibition = protection from phage-mediated lysis, alamar blue read-out – E. coli UTI89, K1F phage, bacterial capsule biogenesis inhibitors (AID 488966); E. coli UTI89 K1F phage lysis, alamar blue, 2 h; higher % means a stronger effect; 340,000 compounds, 0.02% hits; inhibition, % at 100 µM; hits with a dose series show IC50 in µM;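 active means phage lysis inhibition, versus mean bacterial control, above a set limit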;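 further: capsule biogenesis inhibitors block K1F phage lysis so surviving cells raise fluorescence; higher fluorescence means more inhibition of phage lysis; actives were called in the ten point dose series up to 300 µM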
Lipid droplet = modulators of hepatic lipid droplet formation. AML12 mouse hepatocytes, oleate lipid droplets, BODIPY imaging. inhibition, % at 6.5 µM. 240,000 compounds, 0.4% hits. AID 1656;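 active means lipid droplet intensity inhibited by at least 50%, with more than 500 cells counted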
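material = mouse AML12 hepatocyte cell line, fixed after treatment | also added = 100 µM oleic acid challenge | doses = compound at 6.5 µM only | schedule = overnight exposure | technique = Image-based BODIPY and DAPI two-channel analysis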
human PMI inhibitors = human PMI inhibitors, high substrate, primary screen, biochemical, fluorescence intensity, high mannose 6-phosphate (AID 1220); recombinant PMI enzyme, coupled fluorescence intensity; higher % means a stronger effect; inhibition, % at 20 µM; hits with a dose series show IC50 in µM; 190,000 compounds, 0.66% hits
XIAP displacement = XIAP antagonists, biochemical, IAP family, fluorescence polarization (AID 1018); XIAP BIR domain, fluorescence polarization peptide displacement; higher % means a stronger effect; one-dose displacement, % at 20 µM; IC50 in µM for titrated hits; 200,000 compounds, 0.007% hits; in the data active means displacement above about 50%; further: a part of the inactive calls stands beside numbers as strong as those of hits
SIAH1 antagonists = blockers of Siah-1 interaction with plectin peptide – biochemical, fluorescence polarization, rhodamine-plectin, uHTS, primary screen (AID 1817); Siah-1 / rhodamine-plectin peptide fluorescence polarization; higher % means a stronger effect; displacement, % at 20 µM; hits with a dose series show IC50 in µM; 290,000 compounds, 0.02% hits;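 active means displacement of at least 50% at 20 µM, with a fluorescence ratio check between 0.3 and a set limit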;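 further: plate controls were Siah plus tracer with DMSO for no effect and tracer alone without Siah for full effect; strong numbers were not always called active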
P. falciparum M1AAP = malaria alanyl aminopeptidase activity blockers – biochemical, fluorogenic H-Leu-NHMec substrate, 1536-well (AID 1445); recombinant M1AAP, H-Leu-NHMec fluorogenic kinetic assay; higher % means a stronger effect; inhibition, % at 30 µM; hits with a dose series show IC50 in µM; 220,000 compounds, 0.42% hits;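 active means primary inhibition above the hit cutoff, then over 50% inhibition at one or more dose response concentrations, cut at about 23% in these data, passing the limit was not always enough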;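 further: plate controls were DMSO full reaction for no effect and no enzyme background for full effect; strong numbers were not always called active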
M17LAP inhibition = P. falciparum M17LAP inhibitors, primary screen, biochemical, fluorogenic H-Leu-NHMec substrate, 1536-well (AID 1619); recombinant M17LAP, H-Leu-NHMec fluorogenic kinetic assay; higher % means a stronger effect; inhibition, % at 30 µM, or IC50 in µM where a hit was titrated; 220,000 compounds, 0.38% hits;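 active means compound inhibiting the enzyme by more than half at any dose during confirmatory dose-response retesting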;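 further: plate controls were full reaction with DMSO carrier for no effect and no enzyme background for full effect; strong numbers were not always called active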
PMI inhibitors = MPI enzyme activity inhibition – biochemical, fluorescence intensity, coupled assay, primary screen (AID 1209) | purified PMI enzyme, coupled fluorescence intensity; higher % means a stronger effect | 190,000 compounds, 0.42% hits | inhibition, % at 20 µM, or IC50 in µM where a hit was titrated;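 further: plate controls were DMSO vehicle for no effect and wells lacking substrate for full effect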
Lipid droplet cells 6.5 µM = also measured in Lipid droplet; calls as there; cell count; measured here: cell count, cytotoxicity flag;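 cells counted across two imaged fields per well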
Active calls of the source: *; · = no result given; [ ] = another dose, or the depositor's remark. Unless noted, no stated cut-off is given here; in the data, active means inhibition above about 50%; inactive means the rest.

SMILES	TNAP activation fold	K1F lysis inhibition	Lipid droplet	Lipid droplet cells 6.5 µM	human PMI inhibitors	XIAP displacement	SIAH1 antagonists	P. falciparum M1AAP	M17LAP inhibition	PMI inhibitors
Cc1cc2c(N=NC(=O)C3CC3c3ccccc3)c(O)[nH]c2cc1Br (stereo not given)	1.1	-4.7%	-7	720	-5%	-6.2%	8%	6%	5%	6%
CCc1ccc(NC(=O)CNC(=O)c2cn(-c3ccccc3OC)c(=O)c3ccccc23)cc1	1.2	0.0%	-15	784	0%	-9.9%	-3%	11%	5%	7%
CC(=O)Nc1ccccc1OCC(=O)NCCC1=CCCCC1	1.6	0.2%	-9	699	-3%	-0.8%	1%	9%	11%	-7%
CC[C@H](C)[C@H](NC(N)=O)C(=O)Nc1ccc(C)cc1	1.1	4.6%	-10	642	-1%	-3.5%	5%	2%	-7%	9%
COc1ccccc1-n1c(-c2cn(C)nc2C)n[nH]c1=S	1.1	1.5%[50 µM]	2	595	-8%	-19%	-1%	0%	4%	-5%
CC(=O)c1ccc(Nc2c3c(nc4ccccc24)CCCC3)cc1	·	-1.4%[50 µM]	15	751	·	·	3%	15%	18%	·
CCc1c(C)nc2ncnn2c1Nc1ccc(C#N)c(Cl)c1	1	0.7%	·	·	-4%	-8.2%	-2%	6%	12%	-8%
O=C(OCc1ccccc1)C1CCCN1C(=O)c1ccccc1[N+](=O)[O-] (stereo not given)	1	3.6%	·	·	-2%	-1.8%	-2%	5%	-1%	-1%
CCOC(=O)C1=C(C)N=C2SC(CC)C(=O)N2C1c1cccc(F)c1 (stereo not given)	1.1	0.6%	4	686	13%	-0.4%	-4%	-3%	-1%	15%
COc1cc(C(O)P(=O)(OCC(C)C)OCC(C)C)cc(OC)c1OC (stereo not given)	1.1	0.5%	·	·	5%	-4.6%	-2%	-2%	-8%	2%
O=C(/C=C/c1ccccc1)N1c2ccccc2Sc2ccc(C(F)(F)F)cc21	1.1	0.5%	5	709	-5%	-5.2%	3%	1%	6%	9%
O=C(Nc1ccc(Cl)cc1C(=O)N1CCOCC1)c1cccc([N+](=O)[O-])c1	1.2	·	-14	670	-10%	-3.1%	6%	3%	5%	-10%
COc1ccccc1Nc1nc(N)nc(CSC(=S)N2CCOCC2)n1	·	1.3%	8	734	·	·	-1%	4%	11%	·
CCOC(=O)Nc1ccc2c(c1)ncn2C1CCCCC1	1.1	3.6%	0	823	10%	-1.5%	0%	-2%	-4%	15%
COc1cc(CO)ccc1Oc1nc2ccccc2n2cnnc12	·	3.4%	-4	783	·	·	2%	1%	-1%	·
COc1cccc(C(=O)OC2CCCN(C)C2)c1 (stereo not given)	1.1	-0.1%	5	735	4%	1.7%	-2%	-3%	-9%	6%
O=C(NCCc1ccccc1)c1nc2ncccn2n1	1.2	1.8%	3	734	-7%	-5.9%	1%	-2%	-6%	-8%
COCCSc1nnc(NC(=O)C2CC(=O)N(c3ccc(OC)cc3)C2)s1 (stereo not given)	1.1	0.2%	7	749	-7%	-2.9%	0%	0%	28%	-9%
COc1ccccc1C1CC(c2ccc(C)cc2)Nc2ncnn21 (stereo not given)	1.1	0.2%	14	652	13%	-1.0%	8%	-2%	-9%	16%
O=C(/C=C/c1ccc(O)c(O)c1)c1ccc(S(=O)(=O)N2CCCCCC2)cc1	0.4	0.8%	4	610	34%	-6.3%	16%	11%	19%	66%*
O=C(NNc1c(Cl)cccc1Cl)c1sccc1Cl	·	0.5%	-10	718	·	·	-6%	-2%	6%	·
Cc1ccc(NC(=O)C2CCCN(S(=O)(=O)c3c(C)noc3/C=C/N(C)C)C2)cc1F (stereo not given)	1.1	0.5%	57*	768*	15%	-6.9%	4%	8%	2%	24%
COC(=O)c1ccccc1NC(=O)N1c2ccccc2CC1C (stereo not given)	1.1	0.1%	-20	712	20%	-3.5%	-1%	14%	-6%	21%
CN(C)C(=O)CN1C(=O)C2CCCCN2C(=O)c2ccccc21 (stereo not given)	1.1	-1.1%	·	·	7%	-6.3%	4%	8%	2%	2%
CCOC(=O)c1ccc(N2C(=O)c3n[nH]c(C)c3C2c2ccccc2)cc1 (stereo not given)	1	0.4%	·	·	7%	-3.8%	-4%	3%	-14%	8%
O=c1c2ccccc2nc(CSc2nnnn2-c2ccccc2)n1-c1cccc(C(F)(F)F)c1	1.1	0.7%	12	809	-12%	-4.3%	-1%	9%	-2%	-9%
Cc1nn(-c2nc3ccccc3[nH]2)c(N)c1-c1ccccc1	2.5	-0.1%	0	738	3%	-4.8%	20%	1%	10%	4%
Nc1nonc1-c1nc2ccccc2n1Cc1ccc(Cl)cc1	1.1	5.2%	·	·	-6%	2.6%	-1%	4%	5%	-7%
COc1ccccc1NS(=O)(=O)c1cc(NC(=O)C2CCCC2)ccc1N1CCOCC1	1.2	0.2%	1	676	25%	-6.2%	6%	1%	-7%	56%*
Cn1nc(-c2ccc(Cl)cc2)nc2c(=O)n(C)c(=O)nc1-2	1.1	·	·	·	11%	3.6%	10%	7%	-6%	23%
C/C(=N/NC(=O)CNC(=O)c1ccccn1)c1ccc([N+](=O)[O-])cc1	1	0.1%	6	747	-19%	-0.6%	-3%	4%	5%	-14%
CCc1ccc(Oc2cc(Cl)nc(N)n2)cc1	1.1	2.8%	-5	667	15%	-1.1%	-1%	1%	-4%	24%
O=C(Nc1ccc(S(=O)(=O)N2CCOCC2)cc1)c1cc(-c2ccccc2O)n[nH]1	·	-1.0%[50 µM]	-21	762	·	·	7%	3%	0%	·
CSCCC(C(=O)NCc1cccs1)N1C(=O)c2ccccc2C1=O (stereo not given)	1	5.4%	9	727	10%	-7.2%	-3%	1%	5%	6%
COc1ccc(C2(C(=O)Nc3ccc(S(N)(=O)=O)cc3)CCCC2)cc1	1.2	-0.6%	2	637	-2%	-5.1%	0%	-4%	-3%	6%
COc1ccc(/C=C/C2=CC(C)(C)NC(=S)N2)c(OC)c1	0.9	-0.2%	1	664	-66%	-4.4%	-7%	·	·	-50%
Cc1ccccc1-n1c(CSC(=N)N)nc2ccccc2c1=O	1.1	0.7%	-1	629	-4%	-5.3%	4%	2%	-5%	3%
Cc1c(NC(=S)NC(=O)CC(C)C)c(=O)n(-c2ccccc2)n1C	1.1	-1.5%	-3	767	9%	-2.1%	0%	6%	3%	5%
CCN(CC)CCCNC(=O)c1cc2c(=O)n(C)c3ccccc3c2n1C	1.2	-3.8%	·	·	1%	-0.1%	-1%	8%	2%	-1%
O=C(N=Nc1c(O)[nH]c2ccc(Br)cc12)c1cc(-c2cccc3ccccc23)n[nH]1	1.6	0.0%	-20	668	-4%	-7.0%	-4%	-2%	-20%	0%
CC(C)=CC(=O)O[C@H]1[C@@H]2[C@H](C)C(=O)O[C@@H]2C[C@@H](C)[C@@H]2[C@@H](O)CC(=O)[C@]21C	·	1.2%	20	753	·	·	11%	2%	8%	·
CCOCC(=O)Nc1nc2ccccc2s1	1.1	0.3%	-6	736	-17%	-4.2%	0%	-12%	-7%	-25%
COc1ccc(C(=O)Nc2ccccc2-c2nnn(CC(=O)Nc3ccc4c(c3)OCCO4)n2)cc1	1	2.6%	-6	603	15%	2.7%	15%	2%	13%	18%
O=C(COC(=O)c1ccc(CO)cc1)NCc1cccs1	1.2	4.2%	0	620	-1%	-8.4%	-1%	9%	0%	-7%
CN1CCN(C(=O)c2cc3c(n(-c4ccccc4)c2=O)CC(C)(C)CC3=O)CC1	1.1	0.3%	·	·	2%	-5.7%	-4%	1%	12%	4%
CCOCCOC(=O)NCCCCCCNC(=O)OCCOCC	·	1.2%	22	658	·	·	2%	-1%	8%	·
Cc1cc(NS(=O)(=O)c2ccc(NC(=O)Nc3cccc(Cl)c3)cc2)no1	1.1	-0.5%	·	·	9%	-3.4%	-1%	3%	41%	6%
COc1ccc(/C=C(\C#N)C(=O)Nc2cc(S(=O)(=O)N3CCCCC3)ccc2N2CCCCC2)cc1	1	0.6%	18	702	-6%	-5.2%	0%	4%	13%	-1%
COc1ccccc1C(=O)NCC(=O)OC(C)C(=O)NC(=O)NC1CCCCC1 (stereo not given)	1.1	3.5%	18	807	-7%	-1.0%	0%	1%	1%	-3%
N#CC1=C(N)Oc2cc(O)ccc2C1C1CCCCC1 (stereo not given)	1	-0.3%	·	·	14%	0.2%	-3%	4%	-18%	14%

Record cards (already shown). Order of screens: TNAP activation fold | K1F lysis inhibition | Lipid droplet | Lipid droplet cells 6.5 µM | human PMI inhibitors | XIAP displacement | SIAH1 antagonists | P. falciparum M1AAP | M17LAP inhibition | PMI inhibitors
Results for CC(=O)Nc1ccccc1OCC(=O)NCCC1=CCCCC1 → 1.6 | 0.2% | -9 | 699 | -3% | -0.8% | 1% | 9% | 11% | -7%
Results for COc1ccccc1-n1c(-c2cn(C)nc2C)n[nH]c1=S → 1.1 | 1.5%[50 µM] | 2 | 595 | -8% | -19% | -1% | 0% | 4% | -5%
Results for CN(C)C(=O)CN1C(=O)C2CCCCN2C(=O)c2ccccc21 (stereo not given) → 1.1 | -1.1% | · | · | 7% | -6.3% | 4% | 8% | 2% | 2%

(more compounds)
SMILES	TNAP activation fold	K1F lysis inhibition	Lipid droplet	Lipid droplet cells 6.5 µM	human PMI inhibitors	XIAP displacement	SIAH1 antagonists	P. falciparum M1AAP	M17LAP inhibition	PMI inhibitors
Cc1ccc(C(=O)NCCSCc2ccccc2)cc1[N+](=O)[O-]	1.1	2.7%	11	681	19%	-3.3%	-2%	3%	-4%	11%
CCOC(=O)c1c(C)[nH]c(C)c1C(=O)CN1C(=O)NC2(CCC(C)CC2)C1=O (stereo not given)	1.1	-1.5%[50 µM]	3	793	-6%	0.8%	2%	-2%	-2%	-4%
Cc1csc(CN(C)C(=O)CC2C(=O)NCCN2Cc2ccc(-c3ccccc3)cc2)n1 (stereo not given)	1.1	-1.0%	1	744	·	-5.1%	-2%	3%	6%	·
CC(C)C(c1nnnn1C1CCCCC1)N1CCOCC1 (stereo not given)	1.1	0.1%	·	·	-4%	-1.7%	1%	-3%	-5%	-4%
CCOC(=O)c1cnc(-n2nc(C)cc2C)nc1NC1CCCC1	·	-1.8%	-44	572	·	·	-6%	9%	21%	·
Cn1c2c(c(=O)n(C)c1=O)C1c3ccccc3OCC1C(C)(C)O2 (stereo not given)	1.1	3.2%	4	700	-1%	-8.4%	3%	-1%	3%	-8%
O=C(Nn1cnnc1)c1cccc(S(=O)(=O)N2CCOCC2)c1	1.1	-6.1%	5	686	2%	-3.6%	2%	8%	3%	-2%
O=C(CCN1CCOCC1)c1ccc(Cl)cc1	1.1	1.0%	2	786	26%	-4.8%	-1%	7%	7%	26%
CC1(C(=O)OCC(=O)N2c3ccccc3Sc3ccccc32)CC1(Cl)Cl (stereo not given)	1.1	0.7%	-31	639	8%	-18%	3%	3%	5%	18%
